Compound activity from PubChem.
KDM4E inh = inhibitors of human JMJD2E histone demethylase. 1.6% of 230,000 active. Potency, µM (top dose mostly 57.1 µM), for inactives: at the top dose activity change, negative = inhibition, hits mostly inhibitors. JMJD2E catalytic domain, FDH-coupled NADH fluorescence (FDH is formaldehyde dehydrogenase); active = well fitted inhibition curve with a large enough effect, not every such curve was filed as active; inconclusive = small, poorly fitted or top-dose-only effect, or another doubt; inactive = no such curve, though single readings can be large or run the other way;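 note: 0% = wells with enzyme and -100% = buffer wells without enzyme; nearly all actives have a fitted effect of over 50% in size; many of its hits are not listed in these tables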
Target sequence (B2RXH2 1-337 limits assumed): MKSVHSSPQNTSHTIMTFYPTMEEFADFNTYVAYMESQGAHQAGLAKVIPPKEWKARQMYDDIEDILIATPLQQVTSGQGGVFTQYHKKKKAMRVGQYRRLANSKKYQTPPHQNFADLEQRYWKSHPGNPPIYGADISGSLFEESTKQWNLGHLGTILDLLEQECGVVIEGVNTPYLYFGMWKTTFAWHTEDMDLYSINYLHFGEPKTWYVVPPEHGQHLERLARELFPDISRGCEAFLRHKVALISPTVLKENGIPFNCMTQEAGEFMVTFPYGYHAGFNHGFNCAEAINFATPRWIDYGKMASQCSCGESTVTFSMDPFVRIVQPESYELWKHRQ
SMN2 splice enh = SMN2 splice variant enhancement; HEK293 SMN2-luciferase splicing reporter, luminescence, 30-36 h; 2.8% of 210,000 active; Potency, µM (titrated, usually from 46.1 µM), without a hit: at the top dose activity change, positive = activation, actives largely listed as activators; note: % of control where 0% means no effect; nearly all actives have a fitted effect of over 55% in size
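HEK293 cells carry an SMN2 […]–luciferase reporter in which exon 7 inclusion puts luciferase in frame. Cells were plated 10-12 h before compound addition, then incubated 30-36 h at 37C. ONE-Glo luminescence was read; sodium butyrate at 4.5 mM final served as control.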
RGS12 GoLoco inh = inhibitors of human Gai1-RGS12 GoLoco interaction (red fluorophore); Potency, µM (top dose mostly 61.6 µM), inactives show at the highest dose activity, negative = inhibition, most hits filed as inhibitors; Gai1:RGS12 GoLoco peptide FP, rhodamine, 10 min; AID 880; P63096; 0.44% of 230,000 active; active = well fitted inhibition curve with a large enough effect, not every such curve was filed as active; inactive = no such curve, though single readings can be large or run the other way; note: % is set by controls: 0 for no effect and ±100 for the full control effect; nearly all actives have a fitted effect of over 30% in size; many of its hits are not listed in these tables
TRb SRC2 PPI = TRbeta-SRC2 interaction inhibition. P10828. TRbeta-SRC2 peptide binding, fluorescence polarization; receptor liganded with 1 µM T3. Potency, µM (top dose mostly 106 µM), for the others: at the highest dose activity change, negative = inhibition, hits mostly inhibitors. 0.065% of 280,000 active. AID 1469;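 note: plate controls were bound peptide for no effect and peptide without receptor for full effect; nearly all actives have a fitted effect of over 50% in size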
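Compounds were added to 0.6 uM TRb ligand-binding domain and 20 nM Texas Red-labeled SRC2 peptide in Tris buffer containing 1 uM T3, incubated 5 hr at ambient temperature, then read by fluorescence polarization.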
RECQ1 inh = inhibitors of human RECQ1 DNA helicase | P46063 | RECQ1 DNA unwinding, red fluorescence kinetic read | Potency, µM (series often up to 57.3 µM), for inactives: at the top dose activity, negative = inhibition, hits mostly inhibitors | 0.54% of 240,000 active;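 note: plate controls were vehicle for no effect and no enzyme for full effect; nearly all actives have a fitted effect of over 30% in size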
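RECQ1T1 50 nM; forked duplex (20 bp + 30-nt ss tails) 200 nM, ATP 2 mM final; pH 8.0, 2 mM MgCl2, 2.5 ug/ml poly(dI-dC); 15 min compound preincubation; discontinuous kinetic read over 2 h at RT.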
TexasRed fluor = counter-screen for TRb-SRC2 inhibitors: fluorescence interference; TRb/SRC2 Texas Red total fluorescence interference; Potency, µM (highest dose often 106 µM), for inactives: at the highest dose fluorescence change, negative = quenching; 0.29% of 280,000 active; AID 1479; active = well fitted curve in either direction with a large enough effect; inconclusive = small, poorly fitted or top-dose-only effect; note: % is set by controls: 0 for no effect and ±100 for the full control effect
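Flags fluorescent or light-absorbing compounds by total fluorescence, S + 2P, at 555 nm excitation and 632 nm emission. Mixture: 20 nM Texas Red SRC2 peptide, 0.6 uM human TRb LBD, 1 uM T3, 5% DMSO; compound exposure 5 h at ambient temperature.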
Lamin A splicing = LMNA splicing modulation; HeLa LMNA splicing GFP/RFP minigene ratio, 48 h; Potency, µM (doses to about 46.1 µM), for the others: at the highest dose ratio change, negative = inhibition, most hits filed as inhibitors; 0.01% of 200,000 active; AID 1487; active = well fitted inhibition curve with a large enough effect in the signal ratio, with a control signal flat, not every such curve was filed as active; inconclusive = small, poorly fitted or top-dose-only effect, or effect the other way, or a change in a side signal; the % refers to the signal ratio; note: % is set by controls: 0 for no effect and ±100 for the full control effect
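Read-out is the ratio of GFP to DsRed2 object intensity, acquired by 488 nm laser-scanning cytometry on HeLa lamin A-EGFP minigene reporter cells. Compound incubation 48 hrs at 37 °C in Opti-MEM with 2% FBS; DMSO 0.5% final.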
ALDH1A1 inh = inhibitors of human aldehyde dehydrogenase 1A1; Potency, µM (titrated, usually from 75.3 µM), for the others: top-dose activity, negative = inhibition, usual class: inhibitors; P00352; AID 1030; Purified ALDH1A1, NADH fluorescence, propionaldehyde substrate; 7.3% of 220,000 active; active = well fitted inhibition curve with a large enough effect, not every such curve was filed as active; inconclusive = small, poorly fitted or top-dose-only effect, or another doubt; inactive = no such curve, though single readings can be large or run the other way;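 note: plate controls were no enzyme wells and a reference inhibitor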
Target sequence (P00352 whole entry, looked up): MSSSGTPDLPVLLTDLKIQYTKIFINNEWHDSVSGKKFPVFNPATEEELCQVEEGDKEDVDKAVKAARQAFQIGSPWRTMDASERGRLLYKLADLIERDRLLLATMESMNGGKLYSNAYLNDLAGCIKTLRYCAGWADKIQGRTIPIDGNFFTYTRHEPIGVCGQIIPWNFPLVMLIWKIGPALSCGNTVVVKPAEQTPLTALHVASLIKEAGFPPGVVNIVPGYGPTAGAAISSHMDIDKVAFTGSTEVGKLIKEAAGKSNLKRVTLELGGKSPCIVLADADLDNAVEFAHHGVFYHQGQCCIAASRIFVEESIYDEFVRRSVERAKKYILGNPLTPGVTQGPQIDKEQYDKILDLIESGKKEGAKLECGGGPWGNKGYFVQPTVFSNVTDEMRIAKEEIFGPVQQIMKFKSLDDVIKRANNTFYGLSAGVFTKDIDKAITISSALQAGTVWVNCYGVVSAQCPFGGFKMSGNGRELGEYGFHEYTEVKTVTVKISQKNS
* = called active by the depositor; i = inactive; ? = inconclusive; / = not tested or not shown; & = joins results of further samples; [ ] = another dose, or the depositor's remark. Unless noted, calls come from the whole dose curve; as a rule, active = well fitted curve in the direction sought with a large enough effect; inconclusive = small, poorly fitted or top-dose-only effect, or another doubt; inactive = no such curve, though single readings can be large; an effect the other way counts as inactive or inconclusive. Potency is the fitted concentration of half-maximal effect.

item	molecule	KDM4E inh	SMN2 splice enh	RGS12 GoLoco inh	TRb SRC2 PPI
1	Cc1cc(C)cc(C(=O)Nc2ccc(N3CCCC3)cc2)c1	-3%	8.9µM*	-3%	-6%
2	COC(=O)C1=CN(Cc2cccs2)C=C(C(=O)OC)C1c1ccc(OC)cc1OC	?	/	12%	-1%[53 µM]
3	Cc1ccc(NC(=S)NC(=O)c2ccc(F)cc2)cc1S(=O)(=O)Nc1cccc(Cl)c1	7%	-64%[inhibitor]	-3%	1%
4	Nc1ccc(Br)c2cccnc12	0%	/	-13%	-5%
5	CCOc1ccc(C2C(C(=O)O)CCC(=O)N2C2CCCCC2)cc1 (configuration not stated)	10%	6%	1%	1%
6	CCOC(=O)CCn1c2nc(C)cc(C)c2c(=O)n1-c1ccccc1	?	1%	25%	2%
7	CCOC(=O)N1CCN(C(=O)CCn2nc(-c3ccccc3)ccc2=O)CC1	-17%	-7%	9%	-14%
8	Cc1nc(N2C(=O)C(=O)/C(=C(/O)c3ccccc3)C2c2ccco2)sc1C (configuration not stated)	8%	-11%	9%	5%
9	CS(=O)(=O)c1ccc(-c2cc(Br)sc2-c2ccc(F)cc2)cc1	?	/	4%	-10%
10	CCOC(=O)C(C)Oc1ccc(C2NC(=O)NC(C)=C2C(C)=O)cc1Br (configuration not stated)	-8%	/	3%	8%

item	RECQ1 inh	TexasRed fluor	Lamin A splicing	ALDH1A1 inh
1	0%	-3%	/	?
2	8%	-1%[53 µM]	/	?
3	8%	-4%	/	-1%
4	18%	-2%	?	?
5	-6%	1%	/	-1%
6	-4%	-7%	0%	?
7	i	2%	3%	-16%
8	i	-2%	-11%	6%
9	i	1%	/	-10%
10	-2%	-5%	6%	6%

Next structures follow.
item	molecule	KDM4E inh	SMN2 splice enh	RGS12 GoLoco inh	TRb SRC2 PPI
11	COC(=O)c1cnc(SCc2ccc([N+](=O)[O-])cc2)n1C	-6%	/	2%	1%
12	CN1CCc2c(n(CC(O)CN3CCN(CCO)CC3)c3ccccc23)C1=O (configuration not stated)	?	-12%	-1%	-2%
13	O=C1CC(N2CCCc3ccccc32)C(=O)N1c1ccccc1 (configuration not stated)	0%	2%	-1%	8%
14	CC(=O)N1[C@H](Cc2ccccc2)C=C[C@]1(C)C(=O)NCc1ccc(C)o1	0%&-23%	-13%&6%	-21%&-27%	1%&1%
15	NC(=O)c1ccsc1NC(=O)C1CC1	-5%	/	12%	1%
16	Cc1c(NC(=O)c2cc(-c3ccc(Cl)s3)nc3ccccc23)c(=O)n(-c2ccccc2)n1C	-18%	-8%	-4%	-2%
17	CC(=O)c1coc2ccc(OCC(=O)O)cc12	13%	-7%	1%	-21%
18	Cc1ccc(-c2cccc([C@H]3[C@@H]4C=CC[C@@H](C)[C@@H]4C(=O)N3Cc3ccccc3)c2)cc1	/	/	3%	0%
19	O=C(c1cnccn1)N1CCN(C/C=C/c2ccccc2)CC1	3%	-13%	1%	-2%
20	O=C(c1ccc(S(=O)(=O)N2CCOCC2)cc1)N(c1ccc(F)cc1)C1C=CS(=O)(=O)C1 (configuration not stated)	-19%	9%	3%	-8%

item	RECQ1 inh	TexasRed fluor	Lamin A splicing	ALDH1A1 inh
11	1%	-2%	14%[46 µM]	-4%
12	2%	-1%	/	?
13	-13%	2%	-11%	?
14	0%&-4%	-1%&-2%	?	8%&0%
15	-2%	-5%	/	/
16	i	0%	15%	-13%
17	-17%	-1%	-10%	4%
18	-10%[81.1 µM]	-3%	/	7%
19	i	1%	8%	0%
20	-9%	-6%	-10%	?

(cont.)
item	molecule	KDM4E inh	SMN2 splice enh	RGS12 GoLoco inh	TRb SRC2 PPI
21	CCC1(C)Cc2ccccc2-c2[nH][nH]c(=O)c21 (configuration not stated)	?	/	6%	-6%
22	COc1cc2c(cc1NC(=O)c1cccc(S(=O)(=O)N(C)C)c1)oc1ccccc12	?	23%	2%	3%
23	COc1cccc(CN2CCN(Cc3ccc4c(c3)OCCO4)CC2CCO)c1 (configuration not stated)	1%	/	-28%	-7%
24	O=C(CCc1nnc(Cc2c[nH]c3ccccc23)o1)NC1CCCC1	-7%	/	8%	-6%
25	COc1ccc(OCc2nn3c(Cn4cnc5ccccc54)nnc3s2)cc1	-6%	-58%[inhibitor]	-4%	-1%
26	Cn1c(=O)cc(SCC(=O)NCCN2CCN(c3ccccc3F)CC2)c2cc(Cl)ccc21	-8%	17%	-4%	-6%
27	C[C@H](NC(=O)c1nc[nH]c1C(=O)N[C@H](C)c1ccccc1)C(=O)OCc1ccccc1	6%	/	4%	4%
28	CC(=O)Nc1ccc(N=Cc2c(O)c(C(=O)Nc3ccccc3)cc3ccccc23)cc1	4%	-8%	14µM*	-5%
29	O=C(Nc1ccc(-c2nnco2)cc1)c1ccccc1	2%	20%	10%	7%
30	CCn1c(CNc2ccc(F)cc2)nnc1SCCN1CCCCC1	1%	-21%	4%	-2%

item	RECQ1 inh	TexasRed fluor	Lamin A splicing	ALDH1A1 inh
21	-13%	-9%	/	4%
22	i	-1%	?	?
23	i	1%	/	4%
24	i	-1%	8%[46 µM]	?
25	-2%	4%	?	22µM*
26	-3%	2%	6%	-3%
27	i	-1%	/	/
28	i	0%	9%[46 µM]	-2%
29	i	0%	-7%	0%
30	-1%	-1%	19%	-2%

Rewritten with one line to a screen: part of the list above.
20) O=C(c1ccc(S(=O)(=O)N2CCOCC2)cc1)N(c1ccc(F)cc1)C1C=CS(=O)(=O)C1 (configuration not stated)
21) CCC1(C)Cc2ccccc2-c2[nH][nH]c(=O)c21 (configuration not stated)
22) COc1cc2c(cc1NC(=O)c1cccc(S(=O)(=O)N(C)C)c1)oc1ccccc12
23) COc1cccc(CN2CCN(Cc3ccc4c(c3)OCCO4)CC2CCO)c1 (configuration not stated)
24) O=C(CCc1nnc(Cc2c[nH]c3ccccc23)o1)NC1CCCC1
25) COc1ccc(OCc2nn3c(Cn4cnc5ccccc54)nnc3s2)cc1
26) Cn1c(=O)cc(SCC(=O)NCCN2CCN(c3ccccc3F)CC2)c2cc(Cl)ccc21
27) C[C@H](NC(=O)c1nc[nH]c1C(=O)N[C@H](C)c1ccccc1)C(=O)OCc1ccccc1
Screen / compound no.	20	21	22	23	24	25	26	27
KDM4E inh	-19%	?	?	1%	-7%	-6%	-8%	6%
SMN2 splice enh	9%	/	23%	/	/	-58%[inhibitor]	17%	/
RGS12 GoLoco inh	3%	6%	2%	-28%	8%	-4%	-4%	4%
TRb SRC2 PPI	-8%	-6%	3%	-7%	-6%	-1%	-6%	4%
RECQ1 inh	-9%	-13%	i	i	i	-2%	-3%	i
TexasRed fluor	-6%	-9%	-1%	1%	-1%	4%	2%	-1%
Lamin A splicing	-10%	/	?	/	8%[46 µM]	?	6%	/
ALDH1A1 inh	?	4%	?	4%	?	22µM*	-3%	/

Full records as entered above.
COc1ccc(OCc2nn3c(Cn4cnc5ccccc54)nnc3s2)cc1 reads KDM4E inh = -6%; SMN2 splice enh = -58%[inhibitor]; RGS12 GoLoco inh = -4%; TRb SRC2 PPI = -1%; RECQ1 inh = -2%; TexasRed fluor = 4%; Lamin A splicing = ?; ALDH1A1 inh = 22µM*
O=C(CCc1nnc(Cc2c[nH]c3ccccc23)o1)NC1CCCC1 reads KDM4E inh = -7%; SMN2 splice enh = /; RGS12 GoLoco inh = 8%; TRb SRC2 PPI = -6%; RECQ1 inh = i; TexasRed fluor = -1%; Lamin A splicing = 8%[46 µM]; ALDH1A1 inh = ?

New compounds follow.
item	molecule	KDM4E inh	SMN2 splice enh	RGS12 GoLoco inh	TRb SRC2 PPI
31	O=C(NCCCn1ccnc1)c1cc2ccccc2oc1=O	?	25%	0%	1%
32	O=C(CSc1nnc(-c2ccc(Cl)cc2Cl)n1C1CCCCC1)NC1CCS(=O)(=O)C1 (configuration not stated)	2%	-4%	-8%	-1%
33	CCOc1ccc(-n2c(O)c(/C=N/Nc3nc(C)cc(C)n3)c3ccccc3c2=O)cc1	?	-80%[inhibitor]	11%	-11%
34	CC(NC(=S)Nc1ccc(Cl)cc1)C(c1ccccc1)N1CCOCC1 (configuration not stated)	4%	19%	7%	2%
35	Cc1c(C(=O)N2CCCC2)sc(NC(=O)c2cccs2)c1C#N	8%	/	13%	-10%
36	COCCn1c(SCC(=O)NCc2ccc3c(c2)OCO3)nc2ccccc2c1=O	2%	3%	-3%	-5%
37	Clc1nn2cnnc2c2ccccc12	-9%	/	0%	-3%
38	Cc1ccc(C(C)C)c2c1C(c1ccc3c(c1)OCO3)CC(=O)O2 (configuration not stated)	/	/	-2%[88.7 µM]	6%
39	COc1ccccc1NC(=O)CCCn1c(=S)[nH]c2ccccc2c1=O	1%	-43%[inhibitor]	-2%	-3%
40	CCCCN(C(=O)CSc1cc(C)c2ccc(OC)cc2n1)c1c(N)n(Cc2ccccc2)c(=O)[nH]c1=O	-12%	-6%	20%	-1%

item	RECQ1 inh	TexasRed fluor	Lamin A splicing	ALDH1A1 inh
31	-6%	?	?	-8%
32	i	-2%	9%	-10%
33	-6%	-5%	/	5µM*
34	-15%	4%	-6%	-2%
35	-1%	-4%	5%	13%
36	-11%	-5%	/	15%
37	i	-1%	-11%[46 µM]	3%
38	i	2%	/	7%
39	-7%	-1%	?	-7%
40	2%	2%	?	?

Additional results follow:
item	molecule	KDM4E inh	SMN2 splice enh	RGS12 GoLoco inh	TRb SRC2 PPI
41	Cc1ccc2c(C(=O)CN3CCCC3)c(C)[nH]c2c1	-7%	-5%	14%	3%
42	CCc1nnc(NC(=O)c2cc3ccccc3oc2=O)s1	-1%	-4%	2%	-16%
43	CCNc1nc(Sc2ccc(C)cc2)cc(C(F)(F)F)n1	0%	-4%	4%	4%
44	CN(C)N=Nc1ccc(S(N)(=O)=O)cc1	5%	/	11%	4%
45	CN(C)c1ncc2nc(-c3ccc(F)cc3)c(=O)n(Cc3cccs3)c2n1	/	/	0%	/

item	RECQ1 inh	TexasRed fluor	Lamin A splicing	ALDH1A1 inh
41	-1%	2%	1%	3%
42	-2%	-3%	-12%	-8%
43	-14%	-4%	9%	1%
44	-9%	-4%	?	9%
45	i	/	8%	?

Not all compounds are listed, so the mix of outcomes need not match the whole.
